NOD2 RIPK2 PPI: blocks binding of human NOD2 to RIPK2. O43353. CHO BLA complementation NOD2-RIPK2, CCF4 ratio. inhibition, % at 4.98 µM. 360,000 compounds, 0.38% hits; in the data active = inhibition above about 21%;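 note: 0% = vehicle only and 100% = reference blocker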
aDG glyco up: alpha-DG glycosylation activation; 360,000 compounds, 0.22% hits; Pro5-aDG cells, alpha-DG glycosylation AlphaScreen (IIH6); 0% Pro5, 100% B10-LARGE cell signal; activation, % at 10 µM;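 active = activation of at least 8% versus controls, or a plate z-score of at least 8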;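 note: Pro5 are CHO cells carrying HIG-tagged alpha-DG that lacks glycosylation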
ABCB6 inh 2: human ABCB6 transporter inhibition. 360,000 compounds, 0.19% hits. Q9NP58. K562-ABCB6 porphyrin accumulation, flow cytometry, 1 h; active compounds read low. fluorescence ratio to DMSO, % at 10 µM;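 active = fluorescence ratio to DMSO below 75%, the collection mean minus 3 SD; inconclusive = too few cells collected in the well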;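 note: signal is porphyrin accumulated inside mitochondria; 100% equals median channel fluorescence of DMSO control wells; lower ratio means ABCB6 inhibition with less porphyrin fluorescence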
Vif inh: inhibitors of HIV Vif; HEK293T cells, Vif self-association by quenched fluorescence, imaging, 24 h; inhibition, % at 7.49 µM; 340,000 compounds, 0.35% hits; in the data active = inhibition above about 50%, passing the limit was not always enough; inconclusive = no clear call, values can overlap the other calls; inactive = below about 31%; note: some results filed as inactive read as strong as hits
Exocytosis inh: blocks lytic granule exocytosis. 360,000 compounds, 0.66% hits. TALL-104 LAMP-1 surface exposure, flow cytometry; cells stimulated with thapsigargin and PMA. inhibition, % at 10 µM;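 active = inhibition above about 55%, limit read from the data; inconclusive = no clear call, values can overlap the other calls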
MC4R antag cAMP: human MC4R antagonism in cAMP assay. MC4R-expressing cells, MTII-stimulated cAMP, LANCE TR-FRET. inhibition, % at 6.5 µM. 360,000 compounds, 0.48% hits. AID 540295;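 active = inhibition above its plate's cutoff, the mean of tested wells on that plate plus 3 SD, cut at about 29% in these data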;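 note: 0% = Melanotan II alone and 100% = Melanotan II plus saturating MCL0020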
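Material: U2OS-MC4R stable cell line | Reagent: Melanotan II challenge after compound preincubation | Doses: One concentration, 6.5 µM nominal | Incubation: 30-min compound preincubation, 1-h Melanotan II challenge, 1-h detection, room temperature | Signal: TR-FRET cAMP assay | Replicates: One well per compound, no replicates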
ABHD5 PLIN5 PPI: blocks binding of human ABHD5 to perilipin-5; Split G. princeps luciferase complementation, luminescence, 4 h; inhibition, % at 4 µM; Q00G26+Q8WTS1; 360,000 compounds, 0.78% hits;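 active = inhibition above the mean inhibition across every tested compound plus 3 SD, cut at about 22% in these data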;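 note: 0% = DMSO only wells and the 100% control is not disclosed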
MC4R barr agon: human MC4R agonism via beta-arrestin. P32245. U2OS MC4R beta-arrestin complementation, luminescence; percent of melanotan II response, DMSO zero. activation, % at 8.9 µM. 360,000 compounds, 0.98% hits. AID 540308;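 active = activation above a per-plate cutoff, the mean activation of sample wells on that plate plus 3 SD, cut at about 8% in these data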
N-glyco inh: N-linked glycosylation inhibition. D54 ERlucT glycosylation luciferase reporter, 24 h; percent of 100 nM tunicamycin response. reporter increase, % at 12.5 µM. 360,000 compounds, 0.23% hits. AID 588692;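 active = mean luciferase reporter signal, scaled so untreated is 0 and the glycosylation-blocking control 100, at or above a set limit in every replicate; inconclusive = mean reaches the limit but not every replicate does; inactive = mean below the limit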;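 note: luciferase carries N-glycosylation sites so blocking glycosylation raises the light; 0% = median of neutral control wells and 100% = median of 100 nM tunicamycin wells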
TLR9-MyD88 block: blocks human TLR9 binding to MyD88. Q9NR96+Q99836. CHO BLA complementation TLR9-MyD88, CCF4 FRET ratio. 340,000 compounds, 0.21% hits. inhibition, % at 4.98 µM;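 active = inhibition above the mean over all tested compounds plus 3 SD, cut at about 21% in these data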;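 note: 0% = DMSO only wells and 100% = clavulanate BLA inhibitor control wells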
An asterisk follows results filed as active; ? = inconclusive; / = no result given. Only part of the results is shown (hit frequency here may not be typical).

SMILES	NOD2 RIPK2 PPI	aDG glyco up	ABCB6 inh 2	Vif inh	Exocytosis inh	MC4R antag cAMP	ABHD5 PLIN5 PPI	MC4R barr agon	N-glyco inh	TLR9-MyD88 block
C#CCOCCOCCOCCNc1nc(OC)nc(N2CCN(C(=O)[C@H](CCC(=O)O)n3cc(C(N)CO)nn3)CC2)n1 (some centres not stated)	-6	0.0	97	0	-24	5	11	-1.8	0	-3
NC(=O)c1sc2nc(-c3ccco3)ccc2c1N	4	-0.3	109	-1	6	-2	9	0.4	2	-8
CC(=O)N/C(=C\c1ccccc1)C(=O)Nc1ccccc1C	-3	-0.1	107	-4	-2	11	-1	-3.3	4	0
COc1ccccc1CNc1nc(NCCN2CCNC2=O)c2sccc2n1	-9	-0.2	100	-6	0	4	5	3.6	3	/
Cc1cc(C)c(C)c(S(=O)(=O)N2CCN(c3ccc(O)cc3)CC2)c1C	3	-0.5	93	-2	3	15	-6	1.8	-1	-3
Clc1ccc(C2Nc3cccc4cccc(c34)N2)cc1	4	-0.2	103	-5	16	9	-6	-0.9	1	-5
CN(CCC#N)C(=O)COC(=O)c1ccc(CNS(=O)(=O)c2ccc(F)c(Cl)c2)cc1	-6	0.3	100	-1	1	-4	1	-1.3	2	1
COc1ccc2c(c1)[nH]c1c(=O)n(CC3CCCO3)cnc12 (configuration not stated)	-20	0.0	92	-3	-4	-4	7	0.6	2	4
Cc1ccc(NC(=O)c2ccc(S(=O)(=O)N3CC(C)CC(C)C3)cc2)cc1S(=O)(=O)N1CCOCC1 (configuration not stated)	9	0.7	93	-29	1	11	1	-0.9	-7	-6
CN(CC(=O)NC(=O)NCc1ccccc1)CC(=O)Nc1ccc(Cl)c(Cl)c1	10	0.4	98	-8	13	5	-5	4.8	-1	-2
CC1(C)C(=O)C=C(N2CCCCC2)c2ccccc21	1	0.2	98	/	-3	-3	-7	2.1	5	4
Cc1ccc(S(=O)(=O)NC(CC(C)C)C(=O)N2CCN(C/C=C/c3ccccc3)CC2)cc1 (configuration not stated)	1	-0.1	100	-12	38	3	-4	0.1	-3	-7
C[N+]12CCC(CC1)C(OC(=O)C(O)(c1ccccc1)c1ccccc1)C2 (configuration not stated)	-7	-0.1	101	0	1	5	12	-0.5	3	-4
O=C(NNS(=O)(=O)c1c(F)cc(F)c(Cl)c1F)C12CC3CC(CC(C3)C1)C2	0	0.1	102	-2	-1	-1	-5	0.1	1	/
O=C(O)c1ccccc1C(=O)Nc1ccccc1NC(=O)c1ccccc1C(=O)O	0	-0.2	98	-2	-5	18	-2	0.5	1	/
CCOC(=O)c1c(C)[nH]c(C)c1C(=O)Cn1nnc(-c2ccccc2C)n1	4	0.1	95	-15	0	-12	0	0.1	-1	-4
OCCCNC(=S)Nc1ccc(Nc2ccccc2)cc1	5	0.2	92	-3	0	7	-5	-2.3	-1	2
COC(=O)c1[nH]c2cccc(C)c2c1NC(=O)CN1CCN(C(=O)c2ccco2)CC1	-5	-0.3	92	17	-1	3	8	-2.2	2	0
CCO[C@H]1OC(C(=O)NCc2nc3ccccc3[nH]2)=C[C@@H](C2CC2)[C@@H]1CCCO	8	-0.3	101	/	-4	-22	-5	0.5	20	1
COC(=O)[C@]12CCCCC=C1N(CCC1=CCCCC1)C(=O)[C@H](CC(=O)NCC13CC4CC(CC(C4)C1)C3)C2	0	0.1	94	/	-1	/	-1	/	/	/

The final 2 entries of the part before open the next one:
SMILES	NOD2 RIPK2 PPI	aDG glyco up	ABCB6 inh 2	Vif inh	Exocytosis inh	MC4R antag cAMP	ABHD5 PLIN5 PPI	MC4R barr agon	N-glyco inh	TLR9-MyD88 block
CCO[C@H]1OC(C(=O)NCc2nc3ccccc3[nH]2)=C[C@@H](C2CC2)[C@@H]1CCCO	8	-0.3	101	/	-4	-22	-5	0.5	20	1
COC(=O)[C@]12CCCCC=C1N(CCC1=CCCCC1)C(=O)[C@H](CC(=O)NCC13CC4CC(CC(C4)C1)C3)C2	0	0.1	94	/	-1	/	-1	/	/	/
COc1cnn(-c2ccccc2)c(=O)c1OC	-11	-0.2	101	-3	-2	-2	5	0.7	0	-7
CSC1=NCCN1S(=O)(=O)c1ccc(C)cc1	3	-0.1	105	2	-3	8	-3	-1.6	1	0
CCc1nnc(NC(=O)CSc2nc(-c3ccccc3)nc3ccccc23)s1	-4	0.3	103	6	-3	9	0	-0.6	-3	0
COC(=O)CN1C(=O)Nc2ccc(Cl)cc2C1c1ccccc1 (configuration not stated)	5	0.0	88	4	17	-3	-6	0.4	-1	2
CCOc1ncccc1C(=O)Nc1cc(S(=O)(=O)N2CCCCC2)ccc1Cl	1	0.2	94	24	4	-3	-3	-0.9	-3	1
CCS(=O)(=O)c1nc(S(=O)(=O)c2ccc(Cl)cc2)c(NCCOC)s1	-8	-0.2	98	5	-3	-3	-6	2.9	-2	-14
Cc1cc2ncn(CCC(=O)NC(C)(C)C)c2cc1C	-3	-0.3	97	0	0	6	5	1.3	-1	-14
Nc1cccc(Oc2ccc3c(c2)C(=O)N(CC2CCCO2)C3=O)c1 (configuration not stated)	-5	0.0	100	2	2	5	3	-0.2	-1	0
Nc1c(Cl)ncnc1N/N=C/c1cccc(O)c1	1	-0.1	98	-1	-2	5	1	3.2	3	6
COc1ccc(C2c3c(oc4ccccc4c3=O)C(=O)N2c2ccccn2)cc1 (configuration not stated)	0	-0.2	93	-3	2	7	-10	-1.1	-2	8
Cc1cccc(OCc2nc(-c3ccc(Br)o3)no2)c1	-3	0.0	98	20	-1	-6	-2	-0.7	0	-1
CNS(=O)(=O)c1cc(-c2nnc(Nc3ccc(NC(C)=O)cc3)c3ccccc23)ccc1C	-6	0.1	109	/	2	-1	-5	-1.4	1	10
CC(C)[C@@H]1O[C@H](CCc2ccccc2)CC2=C1C(=O)OC(C)(C)O2	0	-0.1	119	/	-7	/	-4	/	/	/
COC(=O)Cc1ccc(OC2(C)CCN(Cc3ccccc3)C2)cc1 (configuration not stated)	-1	0.0	91	1	26	4	-11	-4.2	-1	/
Cc1cccc(SCC(=O)Nc2ccccc2[N+](=O)[O-])c1	2	-0.4	89	-1	3	15	-1	2.8	-1	7
C=C(C)CSC1=C(C#N)C(c2ccccc2)CC(=O)N1 (configuration not stated)	-2	-0.2	100	8	-4	3	-13	0.6	0	-2
Cc1cccc(C)c1OCC(=O)Nn1c(=O)[nH]c2ccccc2c1=O	0	-0.4	103	-1	-7	18	3	-1.8	2	4
COc1ccccc1NC(=O)CN1CCN(c2ccccc2F)CC1	-10	0.8	93	-6	0	-14	8	2.1	0	-6
O=C(NC1=NCCS1)NC12CC3CC(CC(C3)C1)C2	-4	0.0	101	-4	4	2	-5	-1.7	0	3
CC(NC(=O)C1CCC1)c1ccccc1 (configuration not stated)	-5	-0.2	98	?	-2	-1	-9	0.7	-1	-10
COc1cc(O)c(C=Nc2ccccc2NS(=O)(=O)c2ccc(C)cc2)c(OC)c1	-1	0.0	161	-6	36	2	0	-0.9	-1	-8
CCOC(=O)C(Cc1ccc(OC)c([N+](=O)[O-])c1)NC(=O)CCC(=O)Nc1ccc(C)cc1 (configuration not stated)	-6	0.1	97	-4	-3	0	3	0.2	2	7
CC(=O)Nc1cncc(-c2cccc(C(=O)NC3CC3)c2)n1	-3	-0.1	98	-7	-1	1	-8	-0.1	-1	/
COc1ccccc1CN(C)C[C@H]1OCc2cnnn2CCCC(=O)N([C@H](C)CO)C[C@@H]1C	-7	0.0	101	2	-2	9	1	-0.6	0	-11
CN(Cc1ccccc1)S(=O)(=O)c1nnc(NC(=O)c2ccc(F)cc2)s1	-4	0.2	91	14	0	0	-5	-0.6	1	-9
Cc1cccn2c(=O)c3cc(C(=O)NCC4CCCO4)c(=N)n(Cc4ccc(F)cc4)c3nc12 (configuration not stated)	-26	-0.1	100	-7	2	-2	14	-1.0	-4	-9
Cc1c(OCC(=O)NC(Cc2ccc(Cl)cc2)C(=O)O)ccc2c1oc(=O)c1ccccc12 (configuration not stated)	-4	0.2	103	-5	0	14	-4	1.0	-2	-3
CCn1c(CNC(=O)C2CCCCC2)cc2cc(C)ccc21	-2	0.1	101	7	-3	-5	-3	2.5	1	3
O=C(NC1CCCC1)c1ccc(Cl)c(S(=O)(=O)N2CCOCC2)c1	-1	-0.1	97	3	2	14	8	1.1	-1	-1
CC(=O)Nc1ccc(/C=N/NS(=O)(=O)c2cc(C)ccc2C)cc1	8	-0.1	96	-9	0	-2	-2	0.4	2	1
C/C=C/C(=O)Nc1ccc(N2CCN(c3ccc(C(F)(F)F)cn3)CC2)nc1	-1	-0.2	95	-6	-6	0	-1	-2.0	-3	-6
O=C(OCc1nnc(-c2ccccc2)o1)C1CCN(S(=O)(=O)c2cccs2)CC1	0	-0.1	134	5	-1	3	-2	2.0	2	3
O=C(CN1C(=O)c2ccccc2S1(=O)=O)N1CCCCC1	1	0.0	95	7	-7	0	0	1.3	-5	11
CCOc1cc(S(=O)(=O)N(CC)CC)c(OCC)cc1-n1cnnn1	-10	0.0	100	/	-1	9	8	1.1	-1	-2
Cc1ccc(C(=O)Nc2ccccc2C(=O)NC(CC(=O)O)C(=O)O)cc1 (configuration not stated)	0	0.3	107	-2	1	3	-20	0.6	2	-4
Cc1ccccc1NC(=S)NCc1cccs1	1	-0.2	102	14	0	-2	1	-1.7	-1	0
O=C(CN1CCN(c2ccc(F)cc2)CC1)Nc1nccs1	6	0.0	100	13	1	5	0	0.2	0	-9
C=CCCCCCCCCc1nc(SCC(=O)O)n[nH]1	1	0.0	93	-12	2	2	0	-0.8	0	32*
COc1ccc(S(=O)(=O)N2CCN(CC(=O)Nc3cc(Cl)ccc3Cl)CC2)cc1	1	0.0	98	1	2	11	6	-2.2	-2	-12
O=C(c1ccccc1NS(=O)(=O)c1cccc([N+](=O)[O-])c1)N1CCOCC1	4	-0.1	102	1	-2	3	1	-2.4	2	-4
CCOc1ccc(N(C)S(=O)(=O)c2ccc(C)c(C(=O)NCc3ccccc3OC)c2)cc1	-1	0.0	96	/	11	4	0	-1.4	-4	-6
O=C(CSc1ccccc1)N1CCN(c2ccc(F)cc2)CC1	5	0.0	104	-12	-10	8	4	0.9	-1	-9
COc1cccc(OCc2cc(C(=O)N3CCN(c4ccccc4O)CC3)no2)c1	-8	-0.3	93	-8	2	5	6	-1.6	-2	-6
Cc1ccc(C)c(Cc2c(C)nc(C)[nH]c2=O)c1	-5	0.1	100	-1	-2	19	-1	0.5	6	5
CCN(CC)CCOc1c(Br)ccc2c1sc1nc3n(c(=O)c12)CCC3	-3	0.3	97	0	5	-5	2	-3.0	67*	-5
CC[C@]1(C(=O)OC)[C@H]2C(=O)N(C)C(=O)[C@H]2[C@H]2CN=C(SCc3ccc(OC)cc3)N21	-1	0.0	101	2	1	2	10	0.1	1	-5
Clc1ccc(CN2CCCCCCC2)cc1	2	-0.1	96	2	-1	21	-2	-3.2	1	4

Screening results from PubChem BioAssay.
